Luc counter: Counterscreen for Luciferase (Kinase-Glo TM) Inhibition; Luciferin 4-monooxygenase (Photuris pensylvanica), Q27757; Kinase-Glo luciferase, ATP luminescence, 8 min; Potency, µM (highest dose often 38.3 µM), without a hit: at the top dose activity change, negative = inhibition, actives largely listed as inhibitors; 0.28% of 200,000 active; AID 1379, 2008; also: % is scaled to controls: 0 for no effect and ±100 for the full control effect; nearly all actives have a fitted effect of over 60% in size
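Compound is pinned into ATP-containing buffer (10 uM ATP, imidazole pH 7.2, 7 mM MgCl2). Kinase-Glo luciferase reagent is then added. Light output is recorded following an 8-min room-temperature incubation.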
LMNA splice mod: qHTS Assay for Modulators of Lamin A Splicing | HeLa LMNA splicing GFP/RFP minigene ratio, 48 h | Potency, µM (highest dose often 46.1 µM), without a hit: at the highest dose ratio change, negative = inhibition, hits mostly inhibitors | 0.01% of 200,000 active | AID 1487, 2009; active = well fitted inhibition curve with a large enough effect in the signal ratio, with a control signal flat, not every such curve was filed as active; inconclusive = small, poorly fitted or top-dose-only effect, or effect the other way, or a change in a side signal; the % refers to the signal ratio; also: % is scaled to controls: 0 for no effect and ±100 for the full control effect
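S3 HeLa stable clones carrying a lamin A-EGFP splicing minigene plus DsRed2 were seeded at 600 cells/well in Opti-MEM with 2% FBS, pin-dosed and incubated 48 h at 37°C. Acumen cytometry (488 nm) gave the GFP/RFP total-intensity ratio.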
KDM4E inh: qHTS Assay for Inhibitors of Human Jumonji Domain Containing 2E (JMJD2E) | Lysine-specific demethylase 4E (Homo sapiens), B2RXH2 | JMJD2E catalytic domain, FDH-coupled NADH fluorescence (FDH is formaldehyde dehydrogenase) | Potency, µM (highest dose often 57.1 µM), without a hit: at the highest dose activity change, negative = inhibition, usual class: inhibitors | 1.6% of 230,000 active | AID 2147, 2009; active = well fitted inhibition curve with a large enough effect, not every such curve was filed as active; inconclusive = small, poorly fitted or top-dose-only effect, or another doubt; inactive = no such curve, though single readings can be large or run the other way;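 also: 0% = wells with enzyme and -100% = buffer wells without enzyme; nearly all actives have a fitted effect of over 50% in size; many of its hits are not listed in these tables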
Target sequence (B2RXH2 1-337 limits assumed): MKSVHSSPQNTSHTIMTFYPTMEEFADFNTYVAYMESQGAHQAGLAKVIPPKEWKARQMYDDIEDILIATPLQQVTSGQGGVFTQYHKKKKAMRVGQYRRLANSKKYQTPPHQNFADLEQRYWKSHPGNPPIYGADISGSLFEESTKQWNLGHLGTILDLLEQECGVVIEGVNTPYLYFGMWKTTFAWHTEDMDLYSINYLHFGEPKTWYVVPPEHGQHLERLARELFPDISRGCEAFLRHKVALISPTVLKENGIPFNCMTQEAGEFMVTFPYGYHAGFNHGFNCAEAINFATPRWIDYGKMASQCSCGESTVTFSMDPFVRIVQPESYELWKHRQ
L3MBTL1 block: qHTS Assay for the Inhibitors of L3MBTL1 | AlphaScreen L3MBTL1–H3K9me1 peptide binding | Potency, µM (titrated, usually from 57.1 µM), for inactives: at the highest dose activity, negative = inhibition, actives largely listed as inhibitors | 0.66% of 230,000 active | AID 485360, 2010; also: % is scaled to controls: 0 for no effect and ±100 for the full control effect; nearly all actives have a fitted effect of over 60% in size
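First, the protein-peptide complex forms for 30 min at room temperature (L3MBTL1 50 nM, biotinylated H3K9me1 peptide 75 nM). Next, compounds are pin-transferred and incubated 30 min. Finally, AlphaScreen beads are added and read after 30 min.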
Tau fibril ThT: qHTS for Inhibitors of Tau Fibril Formation, Thioflavin T Binding. 2.1% of 270,000 active. AID 1460, 2008. recombinant tau K18 P301L, heparin-induced fibrillization, ThT fluorescence. Potency, µM (highest dose often 57.4 µM), for the others: at the highest dose activity, negative = inhibition, actives largely listed as inhibitors; also: % is scaled to controls: 0 for no effect and ±100 for the full control effect; nearly all actives have a fitted effect of over 55% in size
Target sequence (P10636 561-689 P618L limits assumed): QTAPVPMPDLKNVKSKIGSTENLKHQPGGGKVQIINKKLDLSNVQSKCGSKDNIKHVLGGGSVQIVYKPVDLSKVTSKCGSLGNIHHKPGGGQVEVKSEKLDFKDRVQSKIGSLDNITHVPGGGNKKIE
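ThT emission at 510 nm, taken 1 hr after adding 30 uM dye, quantifies aggregates formed when 20 uM heparin acts on human tau K18 P301L for 6 hr at 37 C.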
SMN2 splice enh: qHTS Assay for Enhancers of SMN2 Splice Variant Expression. 2.8% of 210,000 active. Potency, µM (top dose mostly 46.1 µM), without a hit: at the highest dose activity change, positive = activation, usual class: activators. HEK293 SMN2-luciferase splicing reporter, luminescence, 30-36 h; also: % of control where 0% means no effect; nearly all actives have a fitted effect of over 55% in size
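qHTS luciferase splicing reporter: luminescence rises when SMN2 exon 7 is included in transfected HEK293 cells. Compound exposure lasted 30-36 h at 37C, with 4.5 mM final sodium butyrate as control, followed by a ONE-Glo read.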
ALDH1A1 inh: qHTS Assay for Inhibitors of Aldehyde Dehydrogenase 1 (ALDH1A1). Aldehyde dehydrogenase 1A1 (Homo sapiens), P00352. Purified ALDH1A1, NADH fluorescence, propionaldehyde substrate. Potency, µM (doses to about 75.3 µM), for inactives: at the highest dose activity, negative = inhibition, usual class: inhibitors. 7.3% of 220,000 active; active = well fitted inhibition curve with a large enough effect, not every such curve was filed as active; inconclusive = small, poorly fitted or top-dose-only effect, or another doubt; inactive = no such curve, though single readings can be large or run the other way;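 also: plate controls were no enzyme wells and a reference inhibitor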
Target sequence (P00352 whole entry, looked up): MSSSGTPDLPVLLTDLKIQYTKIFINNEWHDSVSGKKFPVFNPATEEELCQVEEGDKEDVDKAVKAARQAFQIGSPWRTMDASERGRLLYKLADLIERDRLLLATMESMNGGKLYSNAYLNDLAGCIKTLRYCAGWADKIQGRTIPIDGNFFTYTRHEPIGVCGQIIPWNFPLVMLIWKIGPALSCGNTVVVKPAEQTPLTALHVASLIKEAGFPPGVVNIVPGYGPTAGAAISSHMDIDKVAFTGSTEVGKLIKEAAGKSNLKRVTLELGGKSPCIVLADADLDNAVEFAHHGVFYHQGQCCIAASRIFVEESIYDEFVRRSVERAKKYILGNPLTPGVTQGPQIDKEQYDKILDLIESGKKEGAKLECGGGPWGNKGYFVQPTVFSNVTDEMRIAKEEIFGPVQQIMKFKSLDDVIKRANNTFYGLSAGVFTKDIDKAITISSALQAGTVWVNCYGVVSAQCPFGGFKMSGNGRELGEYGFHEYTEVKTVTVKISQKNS
RECQ1 helicase: qHTS Assay for Inhibitors of RecQ-Like Dna Helicase 1 (RECQ1) | ATP-dependent DNA helicase Q1 (Homo sapiens), P46063 | RECQ1 DNA unwinding, red fluorescence kinetic read | Potency, µM (top dose mostly 57.3 µM), without a hit: at the highest dose activity, negative = inhibition, hits mostly inhibitors | 0.54% of 240,000 active;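 also: plate controls were vehicle for no effect and no enzyme for full effect; nearly all actives have a fitted effect of over 30% in size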
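50 nM RECQ1T1 preincubated 15 min with compound in Tris pH 8.0 buffer with MgCl2, DTT, Tween-20 and 2.5 ug/ml poly(dI-dC); started with 200 nM TAMRA/BHQ-2 forked duplex and 2 mM ATP. Unwinding read as fluorescence (525/598 nm), two reads 2 h apart.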
* marks the source's active call; other numbers are inactive results; i = inactive; ? = inconclusive; nt = not tested or not shown; & = joins results of further samples; [ ] = another dose, or the depositor's remark. Unless noted, calls follow the shape of the dose curve; as a rule, active = well fitted curve in the direction sought with a large enough effect; inconclusive = small, poorly fitted or top-dose-only effect, or another doubt; inactive = no such curve, though single readings can be large; an effect the other way counts as inactive or inconclusive. Potency is read from the fitted curve at half-maximal effect. Only part of the results is shown (hit frequency here may not be typical).

SMILES | Luc counter | LMNA splice mod | KDM4E inh | L3MBTL1 block | Tau fibril ThT | SMN2 splice enh | ALDH1A1 inh | RECQ1 helicase
O=C(CC1SC(N2CCOCC2)=NC1=O)Nc1cc([N+](=O)[O-])ccc1Cl (stereo not given) | -1% | nt | -3% | 12% | -4% | -4% | 9% | -5%
CC(O)c1nc2ccccc2n1Cc1nnc(-c2ccc(Cl)cc2)o1 (stereo not given) | -5% | -5% | -8% | 3% | -16% | -25% | 12% | i
COc1ccc(N2CCN(C(=O)c3cccnc3)CC2)c([N+](=O)[O-])c1 | -1% | ? | -6% | 0% | -6% | -12% | -10% | i
C=CCn1c(SCC(=O)NNC(=S)Nc2ccccc2)nnc1-c1ccccc1 | nt | nt | -1% | 6% | ? | nt | nt | i
CN(Cc1cn(-c2ccccc2)nc1-c1cc2ccccc2o1)C(=O)CCC(=O)O | 4% | -10%[46 µM] | ? | 2% | 9% | 5% | ? | -2%
CCOc1ccc2[nH]c(C)c(CN3CCOCC3)c(=O)c2c1 | -3% | 9% | ? | -3% | -6% | -2% | ? | 1%
C/C(N)=C(/C#N)C(=O)COC(=O)c1ccc(C#N)cc1 | 7% | -3%[9.22 µM] | 0% | ? | -12% | 2% | 6% | -6%
CCOC(=O)/C=C1\SCC(=O)N1CC(=O)N1CCOCC1 | -5% | 8%[9.22 µM] | 9% | -6% | -5% | 7% | 11% | -5%
CC(=O)c1cc(CN2CCN(CCc3ccccc3)C(CCO)C2)cs1 (stereo not given) | 1% | 13%[46 µM] | ? | -1% | -9% | nt | 1% | -9%
O=C(NC1CC1)C1CCN(c2ccc(S(=O)(=O)N3CCOCC3)cc2)CC1 | -1% | ? | -1% | 3% | -4% | -27% | -6% | -7%
CCCCC(CC)CNC(=O)CCS(=O)(=O)c1cccc2nonc12 (stereo not given) | 4% | 0% | -1% | nt | 0% | 6% | ? | -1%
O=C(OCc1ccc([N+](=O)[O-])cc1)c1ccc(N2CCCC2)c([N+](=O)[O-])c1 | -1% | -8% | 10% | 2% | -11% | 1% | -7% | -15%
CC(C)n1nc(C(=O)Oc2cccc(Cl)c2Cl)c2ccccc2c1=O | 1% | -19% | 15% | 24% | 6% | 12% | -1% | -11%
CCC1Oc2ccccc2N(Cc2ccccc2C)C1=O (stereo not given) | -3% | 25% | 5% | nt | -19% | -26% | -5% | -12%
COc1cc2cc3c(N)c(C(=O)Nc4sc(C)c(C)c4C#N)sc3nc2cc1OC | -3% | ? | ? | 3.2µM* | 5µM* | -16% | -12% | 10µM*
CCOC(=O)C1CCCN(CCC(=O)Nc2cccc(F)c2)C1 (stereo not given) | 14% | 3% | -5% | 5% | -8% | -1% | 12% | -6%
O=C(CN(C(=O)CSc1nc2ccccc2o1)c1cccc(F)c1)NC1CCCCC1 | -1% | -8% | 0% | 2% | -6% | 14% | 6% | -1%
OCCC1CN(CCCc2ccccc2)CCN1Cc1ccccc1 (stereo not given) | nt | nt | 5% | -6% | -11% | nt | nt | -3%
O=C(NC(=S)Nc1ccccc1N1CCCC1)c1ccc(F)cc1 | 5% | nt | -1% | -5%[11.4 µM] | -6% | -7% | 7.5µM* | 21%
Cc1ccc(Cn2nnc3c(=O)[nH]c(C4CCN(S(=O)(=O)c5ccc(C)cc5)CC4)nc32)cc1 | 8% | ? | 15% | nt | -12% | 21% | 10% | -4%
Cc1cc(C)nc(SCC(=O)O)n1 | 10% | 7% | -3% | 1% | -3% | -6% | 4% | -3%
CCC(=O)Nc1cc(C(=O)OCc2ccc(C(=O)Oc3ccccc3)cc2)ccc1C | -1% | -16% | 2% | 7% | -8% | 26% | 1% | 2%
Cc1ccccc1OCc1nnc(SCc2nc3ccccc3c(=O)[nH]2)n1C | -2% | 6%[46 µM] | 3% | -6% | -15% | 13% | 6% | -15%
O=C1c2ccccc2C(=O)N1CC1c2ccccc2CCN1C(=O)CN1CCOCC1 (stereo not given) | 1% | nt | 0% | nt | 2% | -26% | 1% | i
CCOc1ccccc1C(=O)N[C@H](C(=O)Nc1nc2c(s1)CCCC2)C(C)C | 3% | ? | -7% | -2% | -17% | 6% | -10% | -21%
(list continues)
SMILES | Luc counter | LMNA splice mod | KDM4E inh | L3MBTL1 block | Tau fibril ThT | SMN2 splice enh | ALDH1A1 inh | RECQ1 helicase
Cc1ccc(C(=O)NCCOC23CC4CC(CC(C4)C2)C3)cc1 | -3% | 4% | 6% | -5% | -12% | 4% | ? | -4%
Cc1ccccc1S(=O)c1ccccc1C(=O)O (stereo not given) | nt | nt | 2% | 3% | -12% | nt | nt | -5%
CCOC(=O)c1oc2cccc(O)c2c1CN(Cc1ccccc1)C(C)=O | 2% | ? | -1% | -5% | -8% | -15% | -10% | -3%
CCOC(=O)C1=NN(c2cccc(C)c2)C2(S1)SC(C(C)=O)=C(C)N2c1ccccc1 (stereo not given) | 16% | -3% | 6% | nt | -10% | -66%[inhibitor] | ? | 3%
COC(=O)c1c(NC(C)=O)csc1C | nt | ? | -2% | 2% | -5% | nt | 3% | -11%
c1ccc(Cn2nnc3c(N4CCOCC4)ncnc32)cc1 | 4% | -7% | -1% | 2% | 9% | -7% | ? | i
O=C1CN=C(Nc2ccccc2)N1Cc1cccs1 | 3% | 4% | -4% | 9% | -3% | 13% | 5% | -13%
O=S(=O)(NC1CCCCCCC1)c1cccs1 | nt | 8% | -3% | 6% | 4% | nt | ? | i
Cc1ccc(S(=O)(=O)N2CCCCC2)cc1NC(=O)COC(=O)C1=COCCO1 | nt | nt | -6% | nt | -5% | nt | 4% | -4%
CC(=O)c1ccccc1NC(=O)COC(=O)CCCN1C(=O)c2cccc3cccc(c23)C1=O | 1% | 7% | -6% | 5% | ? | -4% | ? | 7%
Cc1nn(C2CCS(=O)(=O)C2)c(Cl)c1/C=C/C(=O)OCC(=O)Nc1ccccc1[N+](=O)[O-] (stereo not given) | -3% | nt | 5% | nt | -4% | 8% | 1% | i
COc1cc(CNc2nc3ccccc3n2C)cc(OC)c1OC | -1% | -2% | -5% | 3% | 3% | 13% | 7% | -3%
C/C(=C\COc1cc(=O)[nH]c2ccccc12)CCC(O)C(C)(C)O (stereo not given) | 3%&2% | nt | ? | 8% | 0%&4%&-5% | -30%[inhibitor] | 2%&3%&1% | -4%&6%&-11%
CC1(C)Cc2c(sc3c2c(=N)n(Cc2ccco2)c(=O)n3Cc2ccccc2)CO1 | 3% | 18% | -8% | nt | -4% | 27% | ? | -5%
O=C(CSc1nc2ccccc2n1S(=O)(=O)c1ccccc1)N1CCCCC1 | 3% | -4% | 0% | 0% | 5% | nt | -6% | -4%
Cc1cccc(NS(=O)(=O)c2ccc(Oc3ccccc3)cc2)n1 | -1% | ? | ? | -4% | -5% | -24% | ? | 11%
O=C(NNc1nc2ccc(Cl)cc2s1)c1cc(-c2cccs2)nc2ccccc12 | -2% | ? | ? | -25% | ? | -94%[inhibitor] | 34%[activator] | -6%
O=C(NC(=S)N1CCCc2ccccc21)c1ccc([N+](=O)[O-])cc1 | 4% | ? | -15% | ? | ? | 1% | 11µM* | -6%
COC(=O)C1=C(N)OC2=C(C(=O)CC(C)(C)C2)C1c1cccs1 (stereo not given) | 14% | 2% | -14% | 0% | -8% | 10% | -11% | -9%
Cc1cc(C)cc(COn2ccnc2)c1 | 9% | 8% | 3% | nt | 0% | -16% | -2% | -12%
O=C(NC(Cc1c[nH]c2ccccc12)c1nnc2n1CCCCC2)c1ccccc1 (stereo not given) | 5% | 4% | 5% | 4% | 1% | 7% | 3% | -12%
Cc1ccc(-c2nc3ccccc3[nH]2)s1 | 13µM* | 9% | ? | -9% | -10% | 7.1µM* | ? | -5%
COc1ccc(NC(=S)Nc2cccc(C(F)(F)F)c2)c(C)c1 | 0% | nt | 5% | -1%[11.4 µM] | 1% | -6% | -4% | i
Cc1[nH]c(C)c(C(=O)O)c1CNC1CCCCC1C (stereo not given) | 5% | 0% | 0% | 1% | -8% | -8% | 4% | i
O=C(NCc1ccc(C(F)(F)F)cc1)C12CN(Cc3ccccc3)CC1C(c1cccc([N+](=O)[O-])c1)=NO2 (stereo not given) | 7% | -15% | -2% | -1% | -14% | -7% | ? | -5%
COc1ccc(OC)c(-c2cc(C(=O)NCc3ccco3)no2)c1 | -1% | 3% | ? | -9% | -7% | -9% | ? | i
Cc1ccc(SCC(=O)NCCSC(C)(C)C)cc1 | -3% | 14% | 5% | nt | -18% | 11% | -3% | i
O=C(CNC1CCCCC1)Nc1cc(S(=O)(=O)N2CCOCC2)ccc1Cl | 1% | 3%[46 µM] | 117%[activator] | -2% | -1% | -4% | 0% | i
Cc1ccc(NC(=O)N2CCOCC2)c(C)c1 | 15% | -6% | -2% | nt | -9% | -4% | -9% | -6%
Nc1cc(=O)[nH]c(SCC(=O)Nc2cc(S(=O)(=O)N3CCOCC3)ccc2Cl)n1 | 2% | 0%[46 µM] | 0% | ? | 7% | 12% | ? | 1%

3 entries already listed, sorted by the number in L3MBTL1 block, smallest number first.
canonical_smiles | KDM4E inh | L3MBTL1 block | Tau fibril ThT | SMN2 splice enh | ALDH1A1 inh | RECQ1 helicase
O=C(NNc1nc2ccc(Cl)cc2s1)c1cc(-c2cccs2)nc2ccccc12 | ? | -25% | ? | -94%[inhibitor] | 34%[activator] | -6%
Cc1cccc(NS(=O)(=O)c2ccc(Oc3ccccc3)cc2)n1 | ? | -4% | -5% | -24% | ? | 11%
O=S(=O)(NC1CCCCCCC1)c1cccs1 | -3% | 6% | 4% | nt | ? | i
